Bioassay records from PubChem BioAssay.
TDP1 cell noCPT – qHTS for Inhibitors of human tyrosyl-DNA phosphodiesterase 1 (TDP1): qHTS in cells in absence of CPT; DT40 Tdp1-/- hTDP1 cells, no CPT, ATP luminescence, 48 h; Potency, µM (highest dose often 46.2 µM), without a hit: at the highest dose activity change, negative = growth inhibition, actives largely listed as inhibitors; hit rate 15% among 420,000; note: nearly all actives have a fitted effect of over 55% in size
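Camptothecin absent (DMSO only). Human TDP1-complemented DT40 knockout cells, 400 cells/well, 37 °C for minimum 48 hr; ATP measured via CellTiter-Glo, 30 min dark incubation, luminescence.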
TDP1 cell CPT – qHTS for Inhibitors of human tyrosyl-DNA phosphodiesterase 1 (TDP1): qHTS in cells in presence of CPT | chicken DT40 Tdp1-/-;hTDP1 cells + 20 nM CPT, ATP luminescence, 48 h | Potency, µM (series often up to 46.2 µM), for inactives: at the highest dose activity change, negative = growth inhibition, actives largely listed as inhibitors | hit rate 12% among 420,000 | AID 686979, 2013; note: nearly all actives have a fitted effect of over 55% in size
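Chicken DT40 Tdp1-/- cells stably complemented with human TDP1 were seeded at 400 cells/well in medium containing 20 nM camptothecin, exposed to pin-transferred compounds, and grown at 37 °C for at least 48 hr. Viability was read as ATP luminescence.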
TDP1 inh – qHTS Assay for Inhibitors of Tyrosyl-DNA Phosphodiesterase (TDP1) | Tyrosyl-DNA phosphodiesterase 1 (Homo sapiens), Q9NUW8 | recombinant TDP1, AlphaScreen DNA substrate cleavage | Potency, µM (top dose mostly 130 µM), for inactives: at the top dose activity change, negative = inhibition, usual class: inhibitors | hit rate 0.28% among 350,000 | AID 485290, 2010; note: nearly all actives have a fitted effect of over 40% in size
Target sequence (Q9NUW8 whole entry, looked up): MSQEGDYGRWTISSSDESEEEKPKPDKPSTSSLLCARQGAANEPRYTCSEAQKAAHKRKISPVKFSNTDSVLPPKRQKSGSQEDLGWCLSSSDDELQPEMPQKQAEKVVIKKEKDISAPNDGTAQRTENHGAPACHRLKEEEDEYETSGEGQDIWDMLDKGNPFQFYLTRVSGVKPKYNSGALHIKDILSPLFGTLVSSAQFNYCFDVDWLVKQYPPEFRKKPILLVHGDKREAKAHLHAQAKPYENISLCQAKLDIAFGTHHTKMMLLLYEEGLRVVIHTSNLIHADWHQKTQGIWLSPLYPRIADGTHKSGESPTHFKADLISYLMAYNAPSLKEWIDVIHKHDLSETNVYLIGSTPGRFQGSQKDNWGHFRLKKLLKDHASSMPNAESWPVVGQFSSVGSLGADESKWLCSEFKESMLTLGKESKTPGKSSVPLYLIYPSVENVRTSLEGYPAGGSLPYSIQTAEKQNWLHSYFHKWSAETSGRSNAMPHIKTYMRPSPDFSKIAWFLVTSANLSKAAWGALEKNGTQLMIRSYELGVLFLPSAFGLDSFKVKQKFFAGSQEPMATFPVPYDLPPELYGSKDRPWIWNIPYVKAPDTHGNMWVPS
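Recombinant E. coli-expressed Tdp1 (1 nM) preincubated with compound 15 min at RT, then 5'-biotin/3'-phosphotyrosine-FITC DNA substrate (15 nM) added for 5 min. AlphaScreen beads (10 ug/ml) added, 10 min RT; tyrosine-FITC cleavage read as signal loss.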
Numbers without * were called inactive; ? = inconclusive; nt = no result given; & = joins results of further samples; ! = not confirmed by another sample; [ ] = another dose, or the depositor's remark. Calls come from the whole dose curve; as a rule, active = well fitted curve in the direction sought with a large enough effect; inconclusive = small, poorly fitted or top-dose-only effect, or another doubt; inactive = no such curve, though single readings can be large; an effect the other way counts as inactive or inconclusive. % is set by controls: 0 for no effect and ±100 for the full control effect; potency is the fitted concentration of half-maximal effect.

Start of the data: the first three compounds (preview)
SMILES	TDP1 cell noCPT	TDP1 cell CPT	TDP1 inh
CN(C)c1ccc(C(CNC(=O)c2cccs2)N(C)C)cc1 (stereo not drawn)	?	?	nt
CCCNC(=O)COc1ncnc2sccc12	-19%	18%	0%
O=C(NCc1ccc(F)cc1)c1cc2n(n1)C(C(F)(F)F)CC(C1CC1)N2 (stereo not drawn)	?	?	-1%

The list itself, previewed entries included:
SMILES	TDP1 cell noCPT	TDP1 cell CPT	TDP1 inh
CN(C)c1ccc(C(CNC(=O)c2cccs2)N(C)C)cc1 (stereo not drawn)	?	?	nt
CCCNC(=O)COc1ncnc2sccc12	-19%	18%	0%
O=C(NCc1ccc(F)cc1)c1cc2n(n1)C(C(F)(F)F)CC(C1CC1)N2 (stereo not drawn)	?	?	-1%
O=C(COc1ccccc1C(=O)N/N=C\c1ccc(O)c(O)c1)N/N=C/c1ccc(O)c(O)c1	?	16µM*	-7%
CN(C)CCNC(=O)c1cccc(-c2cccc3nccn23)c1	-6%	-19%	nt
CC(C)(C)c1cc(NC(=O)COC(=O)c2ccccc2)n(-c2ccccc2)n1	?	-15%	nt
C/C(=N\NC(=O)COc1ccccc1-c1ccccc1)c1ccc(O)cc1O	?	21µM*	nt
CCC(C)(C)n1nnnc1C(c1cccs1)N1CCN(c2nc3ccccc3s2)CC1 (stereo not drawn)	16µM*	?	8%
COc1cccc(CC(=O)Nc2nc(-c3cccnc3)cs2)c1	?	-3%	-1%
COc1ccc(-c2ccc(C#N)c(SCC(=O)OCc3ccccc3)n2)cc1OC	?	?	?
O=C1CCCC(=O)N1c1ccc(N2CCOCC2)c([N+](=O)[O-])c1	1%	-8%	-5%
O=C(C(Cc1ccccc1)n1cccc1)N1CCN(C2CCCCC2)CC1 (stereo not drawn)	?	?	4%
CC1=CSC2=NC(C(F)(F)F)(C(F)(F)F)NC(=O)N12	-2%	-1%	1%
CCCCN(Cc1ccccc1)S(=O)(=O)c1ccc2c(c1)CC(C)N2C(=O)CC (stereo not drawn)	?	23µM*	-7%
CC(=O)OC1CC2C(C)(C)C(=O)[C@@H]3OC3[C@@]2(C)C2CC[C@]3(C)C(=CC(=O)OC3c3ccoc3)[C@]12C (stereo partly drawn)	-5%	11%	12%[56.1 µM]
O=C(CN1C(=O)NC2(CCCCC2)C1=O)Nc1cccc(Cl)c1Cl	?	-23%	1%
C(/CCc1ccccc1)=N\Nc1nc2ccccc2[nH]1	18µM*	?	11%
Cn1nc(C(F)(F)F)c2cc(NC(=O)OCc3ccc(F)cc3)sc21	-12%	-16%	-4%
COc1ccccc1-c1cc(C(F)(F)F)nc(NCc2ccco2)n1	-19%	-11%	-4%
CCOC(=O)N1CCC(NC(=O)Cc2ccccc2)CC1	-9%	-4%	nt
COc1ccccc1CNC(=O)C1CCN(C(=O)N(C)C)CC1	-21%	2%	7%
O=C(Nc1ccccc1)c1nnsc1S(=O)c1ccc(Cl)cc1 (stereo not drawn)	0.82µM*	0.58µM*	5%
CCn1c2ccccc2c2cc(NC(=O)COc3ccccc3)ccc21	23µM*	18µM*	3%
N=c1oc2ccccc2cc1-c1nc(-c2ccccc2)cs1	23µM*	?	-4%
Clc1ccccc1-c1nccc(-n2ccnc2)n1	-1%	4%	nt
c1ccc(Nc2ccccn2)cc1	26µM*	?	7%
CCCCNC(=O)Nc1cc(C(F)(F)F)c[nH]c1=O	1%	-1%	-1%
Cc1onc(-c2ccccc2)c1C(=O)N1CCN(c2ccccc2F)CC1	?	?	nt
COc1ccccc1OCCNc1cc(N2CCOCC2)ccc1[N+](=O)[O-]	?	?	6%
O=C(Nc1ccccc1)c1ccccc1NC(=O)c1ccccc1[N+](=O)[O-]	?	-29%	nt
Cc1c(C(=O)NCc2ccc(F)cc2)sc2nc(-c3ccccc3)cn12	?	18µM*	4%
COC(=O)c1c(NC(=O)c2cc(=O)c3ccc(C)c(C)c3o2)sc2c1CCCC2	-5%	3%	0%
CC(=O)NC(c1ccccc1)c1cccnc1 (stereo not drawn)	-15%	-15%	4%
CC1(c2ccc(OC(F)F)cc2)NC(=O)N(CC(=O)Nc2ccc(F)cc2)C1=O (stereo not drawn)	?	-19%	7%
COC(=O)[C@@H](Cc1ccccc1)NC(=O)/C=C/[C@H]1O[C@@H](n2cnc3c(NC(=O)c4ccccc4)ncnc32)[C@H](O)[C@@H]1O	-6%	4%	nt
CCC(=O)N1N=C(c2ccccc2)CC1c1ccccc1 (stereo not drawn)	-17%	-2%	2%
Cc1ccc(S(=O)(=O)c2nc(-c3cccs3)oc2SCc2ccc(F)cc2)cc1	10µM*	16µM*	0%
CC(=O)Nc1ccc(NC(=O)c2ccccc2Br)cc1	-1%	4%	nt
COc1ccc([N+](=O)[O-])cc1-n1cnnn1	1%	12%	-4%
CC(NC(=O)COc1ncnc2cc([N+](=O)[O-])ccc12)c1ccccc1 (stereo not drawn)	6%	-16%	3%

A draw from above in order of heavy-atom count, largest number first.
SMILES	TDP1 cell noCPT	TDP1 cell CPT	TDP1 inh
COC(=O)[C@@H](Cc1ccccc1)NC(=O)/C=C/[C@H]1O[C@@H](n2cnc3c(NC(=O)c4ccccc4)ncnc32)[C@H](O)[C@@H]1O	-6%	4%	nt
O=C(COc1ccccc1C(=O)N/N=C\c1ccc(O)c(O)c1)N/N=C/c1ccc(O)c(O)c1	?	16µM*	-7%
O=C(CN1C(=O)NC2(CCCCC2)C1=O)Nc1cccc(Cl)c1Cl	?	-23%	1%
O=C(Nc1ccccc1)c1nnsc1S(=O)c1ccc(Cl)cc1 (stereo not drawn)	0.82µM*	0.58µM*	5%

(more compounds)
SMILES	TDP1 cell noCPT	TDP1 cell CPT	TDP1 inh
O=C(NC(CSCc1ccccc1)C(=O)N/N=C/c1ccc(O)cc1O)c1ccc([N+](=O)[O-])cc1 (stereo not drawn)	4.5µM*	7.1µM*	11%
Cc1cccc(C)c1NC(=O)CSc1nc(-c2cccs2)cc(C(F)(F)F)n1	18µM*	15µM*	0%
CCO[C@@H]1OC(C(=O)Nc2ccccc2)=C[C@H](C)[C@H]1CCCO	-4%	-17%	nt
O=C(CCS(=O)(=O)c1ccc(Br)cc1)Nc1ccc(F)cc1F	-19%	?	-1%
O=C(NCc1ccccc1)c1cc(-n2cnnc2)ccc1Cl	2%	-3%	5%
CN(C)C1(CNC(=O)C2CCN(S(=O)(=O)c3cc(Cl)ccc3Cl)CC2)CCCCC1	?	?	4%
CC1=C(C(=O)N(C(C)C)C(C)C)CC(CC(=O)NCCN2CCOCC2)C(=O)N1CCCN1CCCC1=O (stereo not drawn)	6%	12%	nt
CSc1nc2[nH]c3c(c2c2nncn12)CC(C)(C)OC3	?	?	2%
CCC1CN(C(=O)N2CCC(C(=O)NCc3ccc(C)o3)CC2)c2cc(C)ccc2O1 (stereo not drawn)	?	16µM*!	8%&3%
Cc1cccc(NC(=O)CCc2nc3sc4c(c3c(=O)[nH]2)CCCC4)n1	18µM*	?	nt
COc1ccc(C2NC(=O)N(C)C3=C2C(=O)N(c2ccccc2)C3)cc1 (stereo not drawn)	0%	1%	5%
CCn1c(Cc2c(C)[nH]c3ccccc23)nnc1SCC(N)=O	-1%	-3%	7%
CC(=O)Cc1nsc(NC(=O)c2ccc(-c3cc(C(F)(F)F)ccc3Cl)o2)n1	13µM*	21µM*	1%
C/C(Cl)=C/Cn1c(=O)c2c(nc(Br)n2Cc2ccccc2)n(C)c1=O	21µM*	?	-5%
CCOc1ccccc1NC(=O)N1CCc2c(sc(C)c2CC)C1c1ccccc1 (stereo not drawn)	15µM*	?	-1%
Cc1ccn2c(NC3CCCC3)c(-c3cccs3)nc2c1	23µM*	15µM*	5%
COc1cc(NC2c3ccccc3C(=O)N2Cc2ccc3c(c2)OCO3)cc(OC)c1OC (stereo not drawn)	?	-7%	5%
Cc1c(Cl)cccc1NC(=O)Nc1c[nH]c(=O)[nH]c1=O	-1%	-3%	0%
COc1ccc(C(=O)Nc2cccc(/C=C/c3nc4ccccc4c(=O)[nH]3)c2)cc1	6.5µM*	9.2µM*	-6%
O=C(N[C@@H](Cc1ccccc1)C(=O)OCc1ccccc1)c1nc[nH]c1C(=O)NC(c1ccccc1)c1ccccc1	?	?	4%

Molecules listed so far that contain bromine, in the order listed:
SMILES	TDP1 cell noCPT	TDP1 cell CPT	TDP1 inh
CC(=O)Nc1ccc(NC(=O)c2ccccc2Br)cc1	-1%	4%	nt
O=C(CCS(=O)(=O)c1ccc(Br)cc1)Nc1ccc(F)cc1F	-19%	?	-1%
C/C(Cl)=C/Cn1c(=O)c2c(nc(Br)n2Cc2ccccc2)n(C)c1=O	21µM*	?	-5%

Other entries follow:
SMILES	TDP1 cell noCPT	TDP1 cell CPT	TDP1 inh
COc1ccc(C(=O)Nc2nccs2)cc1	5%	7%	nt
CCOC(=O)c1sc(NC(=O)c2cc3n(n2)C(C(F)(F)F)CC(c2cccs2)N3)c(C(=O)OCC)c1C (stereo not drawn)	13µM*	?	-4%
COC(=O)C(NS(C)(=O)=O)(c1c(C)[nH]c2ccccc12)C(F)(F)F (stereo not drawn)	-2%	10%	3%
CC(=O)c1cc(C#N)c(Oc2cccc(C(F)(F)F)c2)nc1C	3%	-1%	-4%
COc1cccc(C2CC(c3ccccc3OC)n3nc(N)nc3N2)c1 (stereo not drawn)	-15%	-13%	1%
COc1ccc(OCCCCN(C)Cc2ccccc2)cc1	-7%	-28%	nt
CC1(C)CC(=O)C(C=Nc2ccc3cn[nH]c3c2)=C(O)C1	3%	7%	0%
CCc1ccccc1NS(=O)(=O)c1ccc2[nH]cc(C(=O)N(CC(C)C)CC(C)C)c(=O)c2c1	?	?	3%
CCc1nnc(NC(=O)C2=NN(C3CCS(=O)(=O)C3)C(=O)CC2)s1 (stereo not drawn)	-4%	11%	0%
CCc1ccccc1NC(=O)CSc1ccsc1[N+](=O)[O-]	-5%	21%	0%
CCCOc1ccc(N2C(=O)CC(N(CCc3ccc(OC)c(OC)c3)C(=S)Nc3ccccc3)C2=O)cc1 (stereo not drawn)	?	?	3%
CN(C)C(CNC(=O)c1sc2ccccc2c1Cl)c1ccco1 (stereo not drawn)	?	-29%	nt
CCOC(=O)c1noc2ncn(Cc3cccc(C#N)c3)c(=O)c12	-13%	-17%	3%
CN(C)CCNC(=O)c1c(NC(=O)c2ccccc2)sc2c1CCCC2	26µM*	?	nt
O=S(=O)(c1ccc(F)cc1)N1CCc2ccccc21	?	-28%	-12%
CCOc1ccc(-n2c(SCC(=O)Nc3cccc(Cl)c3)nc3c(oc4ccccc43)c2=O)cc1	17%	8%	3%
Cc1nc(Nc2cccc(C(C)O)c2)c2nnn(Cc3ccccc3F)c2n1 (stereo not drawn)	-19%	-4%	0%
CC1CN(C(=O)COC(=O)Cc2c(Cl)cccc2Cl)CC(C)O1 (stereo not drawn)	-12%	1%	1%
CCS(=O)(=O)Nc1cccc(-c2cc(-c3ccccc3)c3cc(C)ccc3n2)c1	?	?	7%
CCOc1ccc(-n2c(SCc3nc(-c4ccc(OC)cc4)no3)nnc2-c2ccncc2)cc1	?	?	5%
Cc1ccc(C2=Nc3cccnc3C(c3ccccc3)=NN2)cc1	-25%	-14%	5%
N#CC1=C(N)C(C#N)(C#N)[C@H](c2cccnc2)[C@H]2CN(C(=O)OCc3ccccc3)CC=C12	15µM*	?	5%
COc1ccccc1CNc1nc(-c2ccccc2OC)nc2ccccc12	21µM*	18µM*	nt
C[C@@]12C(=O)Nc3ccccc3C(=O)N1[C@H]1c3cc(Br)ccc3OC[C@@H]1[C@@H]2c1ccccc1	?	?	1%
COc1ccccc1NC(=S)NC(=O)C(C)(C)C	-25%	-9%	1%
Cc1cc2nc(C3CCN(Cc4nnnn4Cc4cccs4)CC3)[nH]c2cc1C	6.3µM*	3.5µM*	8%
Cc1ccc(S(=O)(=O)N2CCN(C(=O)CNC(=O)c3ccc(Cl)cc3)CC2)cc1	-26%	1%	1%
Cn1c(C(=O)NCc2cccc(Cl)c2)cc2oc3ccccc3c21	-21%	?	8%
CCN(C(=O)CSc1nnc(C)n1Cc1ccccc1)C1CCS(=O)(=O)C1 (stereo not drawn)	1%	-7%	6%
CCc1ccccc1OCC(=O)Nc1nnc(C2CC2)s1	?	-21%	nt
CC(=O)N1CCc2c(sc(NC(=O)CSc3ccc(F)cc3)c2-c2nc3ccccc3s2)C1	9.2µM*	12µM*	3%
[C-]#[N+][C@H](O[C@@H]1O[C@H](CO)[C@@H](O)[C@H](O)[C@H]1O)c1ccccc1	-5%	-7%	nt
O=C(CSc1nnc(-c2ccc(F)cc2)c2ccccc12)NCC1CCCO1 (stereo not drawn)	-16%	-14%	nt
CCOc1ccc(S(=O)(=O)NCCCl)cc1	?	-29%	4%

Random draw from the library; overall some 18% were active at least once.
